TDP2 inh: TDP2 (human) inhibition, absorbance primary screen. O95551. recombinant TDP2, T5PNP hydrolysis, p-nitrophenol absorbance 415 nm. inhibition, % at 12.8 µM. 370,000 tested, 0.34% active. AID 720702;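 active = inhibition above the mean of all tested compounds plus 3 SD, set per campaign, cut at about 25% in these data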;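 also: 0% = DMSO with enzyme and 100% = buffer with substrate but no TDP2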
Target sequence (O95551 whole entry, looked up): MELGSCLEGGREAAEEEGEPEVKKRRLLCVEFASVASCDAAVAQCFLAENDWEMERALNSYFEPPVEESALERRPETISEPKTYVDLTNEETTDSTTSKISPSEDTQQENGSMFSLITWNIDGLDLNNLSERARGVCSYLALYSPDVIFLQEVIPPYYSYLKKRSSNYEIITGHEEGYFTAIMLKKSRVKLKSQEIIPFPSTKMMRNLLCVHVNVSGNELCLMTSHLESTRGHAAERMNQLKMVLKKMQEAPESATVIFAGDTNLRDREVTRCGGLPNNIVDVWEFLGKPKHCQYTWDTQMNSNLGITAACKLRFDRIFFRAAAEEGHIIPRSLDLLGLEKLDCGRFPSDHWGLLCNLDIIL
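System: recombinant human TDP2 / Amount: 120 nM TDP2 per well / Also added: 5 mM T5PNP chromogenic substrate / Doses: 12.8 µM single point, 1% DMSO / Incubation: 2 h at 37 °C / Detection: p-Nitrophenol epi absorbance / Evaluation: % inhibition relative to enzyme-containing and enzyme-free wells / Repeats: singlicate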
LEDGF integ inh: blocks HIV-1 LEDGF/p75-dependent DNA integration | inhibition, % at 3.7 µM | TR-FRET IN-LEDGF/p75 DNA integration, Eu/Cy5 | AID 743269 | 370,000 tested, 0.64% active;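 active = inhibition above the screen-wide mean plus 3 SD, cut at about 13% in these data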;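 also: signal is the Cy5 over europium emission ratio at 671 and 618 nm; 0% = plate median of compound wells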
rCAG binder: molecules binding r(CAG) RNA repeats; r(CAG) RNA repeat, TO-PRO-1 dye displacement fluorescence; inhibition, % at 3 µM; 370,000 tested, 1.3% active;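 active = inhibition above the plate cutoff, the mean of all test compounds on that plate plus 3 SD, cut at about 35% in these data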;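 also: 0% = DMSO alone and 100% = 100 µM mitoxantrone as full dye displacement; higher means more dye released from RNA so lower well fluorescence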
mABHD4 FP: ABHD4 (mouse) inhibition, primary FP screen; Q8VD66; purified mABHD4, FP-Rh probe fluorescence polarization; inhibition, % at 8.92 µM; 370,000 tested, 0.54% active; AID 720543;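 active = inhibition exceeding the mean over every tested compound plus 3 SD, cut at about 30% in these data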;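 also: 0% = plate median of compound wells and 100% = S159A mutant with DMSO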
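System: mouse ABHD4 enzyme, wild type / Medium: HEPES pH 7.0, NaCl, Pluronic buffer / Reagent: FP-Rh activity-based fluorescent probe / Control set: S159A mutant high control, sample median low control / Detection: fluorescence polarization with parallel and perpendicular emission, 525/598 nm / Schedule: 45 min + 60 min at 25 °C / Compound dosing: 8.92 µM, single dose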
HTRA1 inhibitor: HTRA1 (human) protease inhibition | Q92743 | recombinant HTRA1, FP-rhodamine activity-based probe, fluorescence polarization | inhibition, % at 5.96 µM | 340,000 tested, 0.5% active | AID 504803; in the data active = inhibition above about 36%;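 also: 0% = enzyme with DMSO and 100% = wells lacking enzyme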
MBD2 inh: MBD2-methylated oligo binding inhibition. Q9UBB5. TR-FRET, MBD2 binding to methylated oligonucleotide. inhibition, % at 4.4 µM. 370,000 tested, 0.31% active; in the data active = inhibition above about 13%
SIAE primary: human SIAE inhibition, primary screen | Q9HAT2 | SIAE FP-Rh probe binding, fluorescence polarization | inhibition, % at 9.66 µM | 370,000 tested, 0.69% active | AID 1053197;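 active = inhibition above a cutoff: mean of compounds within the control limits plus 3 SD of those, cut at about 17% in these data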;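 also: 0% = plate median of compound wells and 100% = probe without SIAE protein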
Target sequence (Q9HAT2 whole entry, looked up): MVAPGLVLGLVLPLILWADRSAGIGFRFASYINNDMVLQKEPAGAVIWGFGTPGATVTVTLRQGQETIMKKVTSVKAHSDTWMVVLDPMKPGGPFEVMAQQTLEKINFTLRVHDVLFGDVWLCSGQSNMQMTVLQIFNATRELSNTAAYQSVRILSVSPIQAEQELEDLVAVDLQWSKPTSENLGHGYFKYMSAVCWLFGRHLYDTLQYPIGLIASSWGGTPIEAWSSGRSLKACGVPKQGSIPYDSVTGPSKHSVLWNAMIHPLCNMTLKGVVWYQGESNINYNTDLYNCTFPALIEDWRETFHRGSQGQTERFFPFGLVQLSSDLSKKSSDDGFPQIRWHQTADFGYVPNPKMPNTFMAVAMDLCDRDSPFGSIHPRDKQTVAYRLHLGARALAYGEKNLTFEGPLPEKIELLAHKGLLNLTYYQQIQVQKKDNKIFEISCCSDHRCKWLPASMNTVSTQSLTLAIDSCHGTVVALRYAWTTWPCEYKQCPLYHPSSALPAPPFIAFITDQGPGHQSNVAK
GC-B act: GC-B (human) receptor activation; P20594; HEK293-GC-B cells, CNP EC30, cGMP TR-FRET; 0% at EC30 CNP, 100% saturating CNP; activation, % at 10 µM; 370,000 tested, 0.11% active;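 active = activation at 10 µM reaching about 35% in either raw or pattern-adjusted values, limit read from the data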
TCR CD3 inh: inhibitors of human TCR-CD3 interaction. AID 651800. inhibition, % at 9.4 µM. TAMRA-labeled TCR probe fluorescence, biochemical. 360,000 tested, 0.37% active; in the data active = inhibition above about 19%;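 also: recombinant mutant TCR 2C K166C tagged with TAMRA read by polarization; 0% = receptor in buffer alone and 100% = receptor with positive control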
PRMT1 FP inh: blocks human protein arginine methyltransferase 1 | Q99873 | recombinant PRMT1, activity-based probe fluorescence polarization | inhibition, % at 2.79 µM | 370,000 tested, 1.3% active;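 active = inhibition above about 21% made by adding two undisclosed values, limit read from the data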
* hit, by the source's call; · = no result given.

SMILES	TDP2 inh	LEDGF integ inh	rCAG binder	mABHD4 FP	HTRA1 inhibitor	MBD2 inh	SIAE primary	GC-B act	TCR CD3 inh	PRMT1 FP inh
COc1ccc(N(C)C(=O)c2ccc3nc(-c4ccccc4)c(-c4ccccc4)nc3c2)cc1	-11	-3	2	-20	-57	-3	-5	2	7	1
CC(Oc1ccc(Br)cc1)C(=O)NCCCN1CCCC1=O (centres undefined)	-4	2	3	0	2	5	-5	0	-3	-1
O=C(O)c1ccccc1C(c1ccccc1)c1ccccc1O (centres undefined)	-3	3	7	1	3	1	-7	0	7	-4
CC1CCCC(C)N1/N=C/c1cc(Br)c(O)c(Br)c1 (centres undefined)	-6	-5	-1	1	·	1	0	0	-3	2
CCN(CC)CCOC(=O)c1c(C)oc2ccc(OC)cc12	-8	4	-5	-2	3	2	1	-3	2	2
Cc1c(NC(=O)c2ccc(N3CCCC3)c([N+](=O)[O-])c2)cccc1-c1nc2ccccc2s1	5	1	2	-10	-13	4	-14	0	5	-1
Cc1cc(NC(=O)Nc2ccc(F)cc2F)n(C)n1	-5	-8	0	-4	-4	3	-8	0	-5	1
COc1ccc(NC(=O)[C@@H]2CC=C[C@@H]3CCN(Cc4ccc(Cl)c(Cl)c4)C(=O)[C@@H]32)cc1	-3	1	1	-1	-26	4	-1	2	-4	0
CCCn1c(=N)n(CC(O)c2ccc(C)cc2)c2ccccc21 (centres undefined)	4	-3	7	-2	10	-4	3	-10	-10	-2
CCCc1[nH]nc2c1C(c1ccncc1)C(C#N)=C(N)O2 (centres undefined)	0	-1	0	14	2	-1	0	-1	9	-5
Cn1c(N)c(C(=O)COC(=O)C23CC4CC(CC(C4)C2)C3)c(=O)n(C)c1=O	-8	-3	4	-5	-3	-5	-1	7	0	-2
CC(C)CN(C(=O)COC(=O)c1cccn1C)c1c(N)n(Cc2ccccc2)c(=O)[nH]c1=O	-2	-1	2	0	4	1	1	3	-2	0
CN(C)S(=O)(=O)c1ccc2c(c1)nc(CCC(=O)NCC1CCCCC1)n2C	7	-1	-2	9	0	2	4	2	6	-2
CC(C)CCNc1ncnc2c1nnn2Cc1ccccc1	-8	0	0	-7	0	4	-6	6	-4	2
COc1ccc(-c2cc(=O)oc3cc(OCC(=O)NCc4ccccn4)ccc23)cc1	-7	-3	-2	-4	-5	-1	3	-2	5	2
O=[N+]([O-])c1cccc(-c2c(-c3ccccc3)ncc3ccc(F)cc23)c1	-26	-2	2	-16	-26	1	-8	-4	6	-2
CCCc1cc(=O)oc2cc(OCC(=O)Nc3ccccn3)ccc12	21	1	1	1	1	-10	0	0	9	-4
Cc1ccc(SCCCCN2CCNCC2)cc1	5	4	7	13	-3	-1	4	7	3	4
Cc1nn(-c2ccccc2)c(Cl)c1C(=O)Nc1ccccc1	-3	4	-2	-11	-9	2	7	2	-7	0
CCCSc1nnc2c(n1)OC(c1cccn1C)N(C(C)=O)c1ccccc1-2 (centres undefined)	21	2	-5	-7	1	3	-4	-3	9	0

Full records as entered above. Screens in order: TDP2 inh	LEDGF integ inh	rCAG binder	mABHD4 FP	HTRA1 inhibitor	MBD2 inh	SIAE primary	GC-B act	TCR CD3 inh	PRMT1 FP inh
Results for CCCn1c(=N)n(CC(O)c2ccc(C)cc2)c2ccccc21 (centres undefined) = 4	-3	7	-2	10	-4	3	-10	-10	-2
Results for O=C(O)c1ccccc1C(c1ccccc1)c1ccccc1O (centres undefined) = -3	3	7	1	3	1	-7	0	7	-4
Results for Cc1c(NC(=O)c2ccc(N3CCCC3)c([N+](=O)[O-])c2)cccc1-c1nc2ccccc2s1 = 5	1	2	-10	-13	4	-14	0	5	-1
Results for COc1ccc(NC(=O)[C@@H]2CC=C[C@@H]3CCN(Cc4ccc(Cl)c(Cl)c4)C(=O)[C@@H]32)cc1 = -3	1	1	-1	-26	4	-1	2	-4	0
Results for COc1ccc(-c2cc(=O)oc3cc(OCC(=O)NCc4ccccn4)ccc23)cc1 = -7	-3	-2	-4	-5	-1	3	-2	5	2

Next section
SMILES	TDP2 inh	LEDGF integ inh	rCAG binder	mABHD4 FP	HTRA1 inhibitor	MBD2 inh	SIAE primary	GC-B act	TCR CD3 inh	PRMT1 FP inh
Oc1ccccc1N1CCN(C(=S)NCCc2ccccc2)CC1	-8	-1	6	10	-6	-4	7	4	0	4
CCS(=O)c1ccccc1C(=O)O (centres undefined)	-3	-1	0	4	12	-1	-7	-1	-4	1
O=C(CN(C(=O)Cn1nnc(-c2cccs2)n1)c1ccc2c(c1)OCCO2)NCc1ccccc1	-8	0	1	-1	-14	-1	5	-3	-2	-3
Nc1nc(NCC2CCCO2)nc(Nc2cccc(Cl)c2)c1[N+](=O)[O-] (centres undefined)	-6	1	0	-5	0	5	9	4	4	-2
CC(C)(C)C(=O)Nc1ccccc1C(=O)Nc1ccncc1	-6	3	-5	-3	-4	7	10	2	-7	-1
COC(=O)Cc1cc(C)cc2c(=O)cc(-c3ccoc3)oc12	-9	6	14	2	·	7	-7	25	-11	8
O=C(NCc1cccnc1)c1ccccc1-c1ccccc1	5	-2	-1	0	-2	5	8	4	-3	0
COc1ccc(/C=C/C(=O)Nc2ccc(OC)cc2[N+](=O)[O-])cc1	-1	-4	0	3	4	2	2	-1	4	0
CC(=O)N1CCc2[nH]c3ccccc3c2C1	1	1	0	-1	-6	-7	-1	4	-8	-1
Cc1cc(C(C)(C)C)oc1C(=O)Nc1ccc(CC(=O)O)cc1	12	1	6	-8	-3	3	0	4	6	-4
Cc1ccc(-c2nc3cccnc3s2)cc1NS(=O)(=O)c1ccc2c(c1)OCCO2	4	-3	27	-65	-61	-3	-56	1	-4	4
CCOC(=O)C1(Cc2ccccc2)CCCN(C(=O)COc2ccccc2OC)C1 (centres undefined)	-13	3	-4	-1	-1	1	-7	-10	3	-4
C#CCOCCOCCOCCNc1nc(N2CCN(C(=O)[C@H](CCCCN)n3cc(CN)nn3)CC2)nc(N2CCN(C(=O)[C@H](CCCN=C(N)N)n3cc(C(N)[C@H](C)CC)nn3)CC2)n1 (some centres undefined)	1	1	17	1	2	7	-4	0	-3	2
NC(=O)C1=C[C@H](c2csc3ccccc23)C[C@H](OCCCCO)O1	-1	1	-1	2	-7	-8	8	1	-2	4
Clc1ccc(CN(Cc2ccccc2)C(c2cccs2)c2nnnn2C2CCCC2)cc1 (centres undefined)	9	0	2	4	-19	3	-2	-25	-5	-2
CSc1ccccc1NC(=O)CSc1nnc(Cc2ccccc2)o1	5	4	1	0	-7	-1	2	2	1	-3
COc1cc(CCC(=O)Nc2cc(Cl)ccc2N2CCN(C)CC2)cc(OC)c1OC	2	-4	-6	9	8	5	-1	-4	-8	1
COC(=O)c1ccc(CSCC(=O)Nc2ccccc2)cc1	-3	-4	-6	2	0	2	-2	0	-7	8
COc1ccc(C(CC(=O)O)NC(=O)c2cccs2)cc1 (centres undefined)	14	-4	0	0	1	-4	-3	6	17	-1
CC(=O)N1N=C(c2ccco2)CC1c1cc2ccc(C)cc2nc1Cl (centres undefined)	3	1	-7	5	-12	-4	0	-1	-4	0

Overlap with the part before: two compounds, then new ones.
SMILES	TDP2 inh	LEDGF integ inh	rCAG binder	mABHD4 FP	HTRA1 inhibitor	MBD2 inh	SIAE primary	GC-B act	TCR CD3 inh	PRMT1 FP inh
COc1ccc(C(CC(=O)O)NC(=O)c2cccs2)cc1 (centres undefined)	14	-4	0	0	1	-4	-3	6	17	-1
CC(=O)N1N=C(c2ccco2)CC1c1cc2ccc(C)cc2nc1Cl (centres undefined)	3	1	-7	5	-12	-4	0	-1	-4	0
COC(=O)c1c(-c2ccc(OC)cc2)sc2ccc(OC)cc12	-9	1	3	-20	-33	4	5	-6	-5	0
CCC(NS(=O)(=O)c1ccc2c(c1)NC(=O)C(C)C(=O)N2)c1cccs1 (centres undefined)	7	-1	3	2	2	-3	2	0	3	1
COc1ccc(CC(=O)NCC2CCCN(Cc3cccc(SC)c3)C2)cc1 (centres undefined)	13	-5	-6	1	0	3	-2	-9	-7	-2
O=C(O)c1cccc(NC(=O)C2C3C=CC(C3)C2C(=O)OCC(F)(F)C(F)F)c1 (centres undefined)	5	2	3	-4	-2	0	-3	-1	1	3
CC1CN(C2=NC(=O)/C(=C3/C(=O)N(Cc4ccc(F)cc4)c4ccccc43)S2)CC(C)O1 (centres undefined)	1	1	5	2	-1	1	5	16	-1	-2
CCOC(=O)Cn1cc(C(=O)C(C)(C)C)c2ccccc21	11	-2	-3	-4	2	-2	-6	4	3	1
COc1ccc(NC(=O)COC(=O)CNS(=O)(=O)c2ccccc2)cc1OC	13	5	0	-5	4	2	4	-1	1	-6
Cc1cc(/C=C\c2nc(O)c([N+](=O)[O-])c(=O)[nH]2)c(C)n1-c1ccccc1	7	29*	28	8	3	3	6	1	1	15
CC(C)CN1C(=O)c2ccc(NC(=O)c3ccccc3F)cc2C1=O	12	-1	-3	4	-1	1	5	-4	-4	-1
COc1ccc(-c2nc(CC(=O)O)cs2)cc1OC	-1	3	0	1	·	-3	-3	-1	5	-1
CN(C)CCOc1cccc(Cl)c1	7	0	0	5	6	-5	1	-4	11	-4
Cc1ccc(S(=O)(=O)NCC(=O)OCc2csc(-c3ccccc3)n2)cc1	0	2	-2	-4	-13	2	4	-3	-9	7

An excerpt; count on the stated rates, not on these rows.
